Source: PubChem BioAssay (several laboratories)
NPY-Y1 PAM-ag: potentiators or agonists of human neuropeptide Y receptor Y1; AID 1304; NPY-Y1 expressing cells, potentiator/agonist activation; P25929; activation, % at 3.6 µM; actives 0.37% (n = 220,000); in the data active = activation above about 33%, passing the limit was not always enough;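 also: cells stimulated with NPY at EC10 then isoproterenol at EC100; 0% = low agonist plus stimulus and 100% = saturating agonist plus stimulus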
NPY-Y2 PAM-ag: human NPY-Y2 potentiation or agonism, primary screen; P49146; cells expressing NPY-Y2, potentiator/agonist read-out; activation, % at 3.6 µM; actives 0.45% (n = 220,000); in the data active = activation above about 27%;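 also: cells stimulated with NPY near EC25 plus isoproterenol at EC100; 0% = vehicle plus submaximal agonist and 100% = vehicle plus saturating agonist; some results beyond the cut were filed as inactive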
Target sequence (P49146 whole entry, looked up): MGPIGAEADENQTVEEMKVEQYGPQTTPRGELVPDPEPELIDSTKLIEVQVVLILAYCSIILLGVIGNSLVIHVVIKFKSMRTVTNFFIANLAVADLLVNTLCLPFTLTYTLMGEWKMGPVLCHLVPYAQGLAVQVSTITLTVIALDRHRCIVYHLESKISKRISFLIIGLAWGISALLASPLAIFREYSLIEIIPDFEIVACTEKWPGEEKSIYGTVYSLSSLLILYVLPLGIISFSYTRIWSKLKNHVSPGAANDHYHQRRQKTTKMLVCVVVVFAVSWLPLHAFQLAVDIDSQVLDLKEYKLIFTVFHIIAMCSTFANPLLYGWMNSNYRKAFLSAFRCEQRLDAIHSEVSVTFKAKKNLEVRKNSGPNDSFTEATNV
TRPML3 agonist: human mucolipin-3 channel agonism; HEK293 TRPML3-YFP, Fluo-8 calcium fluorescence; 100% = the carbachol control signal; activation, % at 3 µM; actives 0.29% (n = 220,000); Q8TDD5; AID 1448;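 active = activation above its plate's cutoff, the mean activation of the plate's test wells plus 3 SD, cut at about 12% in these data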;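 also: 0% = DMSO only wells and 100% = carbachol wells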
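Test system: TRPML3-YFP stable HEK293 cells. Doses: single point at 3 µM. Incubation: dye loading 1 h 37 °C then 30 min ambient, 125 s read. Signal: Fluo-8 calcium dye fluorescence, ex 470-495, em 515-575 nm. Measure: percent activation from peak-to-basal fluorescence ratio, scaled between DMSO and carbachol.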
S1P4 ag: agonists of human S1P4 receptor | activation, % at 4.98 µM | actives 0.35% (n = 220,000) | AID 1509 | O95977 | S1P4-expressing cell line, agonist reporter assay; in the data active = activation above about 11%;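 also: 0% = DMSO vehicle and 100% = reference agonist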
Target sequence (O95977 whole entry, looked up): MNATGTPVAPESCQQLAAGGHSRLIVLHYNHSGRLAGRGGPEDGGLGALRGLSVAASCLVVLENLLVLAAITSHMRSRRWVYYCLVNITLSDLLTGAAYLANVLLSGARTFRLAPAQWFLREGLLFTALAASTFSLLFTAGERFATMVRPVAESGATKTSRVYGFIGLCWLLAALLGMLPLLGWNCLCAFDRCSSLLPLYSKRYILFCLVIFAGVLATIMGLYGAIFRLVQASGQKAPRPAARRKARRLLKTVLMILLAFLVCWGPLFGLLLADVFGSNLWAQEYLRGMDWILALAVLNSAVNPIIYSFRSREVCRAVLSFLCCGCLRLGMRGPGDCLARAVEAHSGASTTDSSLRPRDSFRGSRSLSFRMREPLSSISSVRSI
S1P4 antagonist: antagonists of human S1P4 receptor; O95977; S1P4-expressing cells, antagonist mode, reporter read-out; inhibition, % at 4.98 µM; actives 0.26% (n = 220,000); AID 1510; in the data active = inhibition above about 29%;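 also: 0% = wells stimulated with agonist and 100% = vehicle wells without agonist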
NPY-Y1 antag: antagonists of human neuropeptide Y receptor Y1 | P25929 | HEK293-CNG Y1 cells, membrane potential fluorescence; NPY at EC95, then isoproterenol | inhibition, % at 3.6 µM | actives 1% (n = 200,000);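 active = inhibition above the campaign mean inhibition of all tested compounds plus 3 SD, cut at about 20% in these data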;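 also: 0% = DMSO wells given NPY plus isoproterenol and 100% = isoproterenol alone without NPY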
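Material: HEK293 Y1/CNG channel cell line | Also added: NPY (25 nM), isoproterenol (1 µM), Ro 20-1724 (25 µM) | Compound: One concentration, 3.6 µM, in 0.4% DMSO | Schedule: 3 h dye uptake, 1 h room-temperature compound, 45 min post-isoproterenol | Signal: Membrane-potential fluorescent dye readout | Read-out: % inhibition of NPY effect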
EP2 modulator: modulators of human EP2 prostaglandin E2 receptor. P43116. EP2-expressing cells, cAMP HTRF FRET, PGE2 co-stimulation. induction, % at 25 µM. actives 0.83% (n = 260,000);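 active = compounds whose cAMP rise, as percent of the full-agonist control response, exceeds 60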;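 also: rat C6 glioma line stably carrying human EP2 under a CMV promoter; the protocol text gives 20 µM as final concentration; 100% = response of wells given 1 µM PGE2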
zfTRPN1 agonist: activates the zebrafish TRPN1 channel; HEK293 zebrafish TRPN1-YFP, Fluo-8 calcium fluorescence; 100% = response to 87 µM carbachol; actives 0.18% (n = 220,000); activation, % at 3 µM; AID 1424;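 active = activation above its plate's cutoff, the mean activation of test wells on that plate plus 3 SD, cut at about 19% in these data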;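 also: 0% = DMSO alone and 100% = 87 µM carbachol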
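Material: zebrafish TRPN1-YFP in HEK293 cells; Doses: single test compound dose, 3 µM nominal, 0.3% DMSO; Timing: dye loading 1 h at 37 °C, then 30 min room temperature; Technique: intracellular calcium fluorescence with Fluo-8; Benchmarks: high carbachol 87 µM, low DMSO alone.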
CHOP inh: inhibitors of CHOP induction in ER stress response; CHO-K1 CHOP-promoter luciferase, tunicamycin-induced, 15-18 h; inhibition, % at 10 µM; actives 3.8% (n = 220,000); AID 2732;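 active = compounds that reduced the stress-induced luciferase reporter signal by more than about 70% of percent inhibition, limit read from the data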;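 also: 0% = tunicamycin plus vehicle and 100% = wells without tunicamycin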
An asterisk follows results filed as active; / = no result given; & = joins results of further samples. This is a random part of the collection (roughly 6.5% active in at least one column).

SMILES	NPY-Y1 PAM-ag	NPY-Y2 PAM-ag	TRPML3 agonist	S1P4 ag	S1P4 antagonist	NPY-Y1 antag	EP2 modulator	zfTRPN1 agonist	CHOP inh
O=C(CN1CCOCC1)N1CCCc2c1c(=O)oc1ccc(OCc3ccccc3)cc21	5	-9	0.5	-1.7	1	4	24	-0.1	-19
Cc1cc(C(=O)OCC(=O)Nc2cc(S(=O)(=O)N(C)C)ccc2Cl)c2ccccc2n1	13	-4	0.9	0.0	-4	7	3	1.4	-1
Cc1nc2ccccc2n1CCc1nc2c3ccccc3nc(SCC#N)n2n1	-1	2	-0.2	2.1	-18	3	-8	0.1	-26
CC(CN1C(C)CCCC1C)OC(=O)c1ccc(Cl)cc1 (stereo not drawn)	26	8	1.2	2.0	9	0	23	0.5	-1
COC(=O)c1ccc(C(=O)NN)cc1	-3	1	1.4	1.7	-8	/	-7	0.8	6
c1ccc(-c2nnc3ccc(N4CCC5(CC4)OCCO5)nn23)cc1	-6	15	-0.1	3.5	10	0	-3	0.5	-9
Cc1cc(=O)[nH]c(-c2ccccc2)n1	-6	7	1.1	-0.7	-9	-3	8	1.4	-1
Cc1ccc(O)c(C(=O)c2cnc3c(c2)COc2ccccc2-3)c1	-34	-27	0.4	2.7	-9	1	39	-0.5	30
O=C1NC2c3ccccc3C(=O)N2c2c1cnn2-c1ccccc1 (stereo not drawn)	0	8	0.4	-0.2	-13	-1	4	-1.3	-17
CC(C)Oc1cccc(C(=O)NC(=S)NCc2cccnc2)c1	2	-3	-0.1	-0.2	-11	5	-54&4	-1.0	45
O=c1[nH]c2ccccc2[nH]c1=O	6	7	1.1	1.7	-6	/	-17	-0.3	11
C#CCOCCOCCOCCNc1nc(N2CCN(C(=O)[C@H]([C@@H](C)CC)n3cc(CCCN=C(N)N)nn3)CC2)nc(N2CCN(C(=O)[C@H](CCCCN)n3cc(CCCC)nn3)CC2)n1	-17	-1	0.4	0.6	-28	3	20	0.1	1
CC(=O)NC(Cc1ccccc1)C(=O)NC1CCN(C(=O)NC2CCCCC2)CC1 (stereo not drawn)	16	5	1.2	1.2	-1	-4	-6	0.9	4
O=C(N[C@@H](Cc1ccc(O)cc1)C(=O)O)c1ccc(C(F)(F)F)cc1	-8	3	0.1	0.5	14	0	13	-0.3	16
Cc1ccccc1NC(=O)N(CCc1nc2ccccc2[nH]1)Cc1ccccc1	-20	-11	-0.3	-2.1	-18	4	5	-2.1	11
CCCC(c1nnnn1Cc1ccccc1)N1CCC(C(N)=O)CC1 (stereo not drawn)	-8	8	0.6	1.1	3	-4	11&12	-0.2	5
COc1ccc(CC(=O)NCCN2CCCC2)cc1	-1	-7	1.7	0.8	2	0	-5	1.9	-11
O=S1(=O)CCN2N=C(C3CC3)SC2=N1	13	1	1.0	-0.5	0	1	11	1.1	-16
CC1(C)CC(=O)C2=C(C1)OC(N)=C(C#N)[C@@]21C(=O)N(CC(N)=O)c2ccccc21	11	-3	0.6	0.4	9	-9	11	0.3	18
Cc1ccc(Oc2cc(-n3nc(C)cc3C)ncn2)cc1	-14	-3	-0.1	-2.3	-14	3	53	-1.1	57
CCCCc1c(C)c(C#N)c2nc3ccccc3n2c1Cl	0	3	0.6	1.0	-3	-1	25	-0.3	106*
CCN(CC)C(=O)CSC1=C(C#N)C(c2cccs2)C=C(C)N1 (stereo not drawn)	-6	2	-0.7	2.5	-13	-4	50	0.2	11
CCC(=O)OCC(=O)Nc1ncc(C(F)(F)F)cc1Cl	13	1	-0.1	-1.9	-2	/	-5	2.4	1
CC(=O)C1C(c2ccc(OC(F)F)cc2)NC(=O)NC1(O)C(F)(F)F (stereo not drawn)	-2	-17	0.4	0.0	-5	1	-7	0.9	20
N#CCC(=O)Nc1cc(C(F)(F)F)ccc1N1CCOCC1	-5	-2	0.6	0.1	-2	-1	10	0.6	0

(further entries)
SMILES	NPY-Y1 PAM-ag	NPY-Y2 PAM-ag	TRPML3 agonist	S1P4 ag	S1P4 antagonist	NPY-Y1 antag	EP2 modulator	zfTRPN1 agonist	CHOP inh
COc1ccc(NC(=S)NC(C)c2ccncc2)cc1OC (stereo not drawn)	-5	7	1.0	0.9	-2	-3	-40	0.5	0
O=C(CSc1nnnn1C1CCCC1)Nc1ccccc1N1CCOCC1	12	-3	1.8	-0.6	-6	8	-33	-0.4	7
CCc1nnc(NC(=O)CSc2nnc(-c3ccc(S(=O)(=O)N4CCCC4)cc3)n2CC)s1	-8	-2	-0.7	-1.5	-15	4	14	-1.0	32
O=C(Nc1cccc2ccccc12)C(=O)C1C(=O)Nc2ccccc21 (stereo not drawn)	6	-15	-0.6	0.5	9	/	-25	-1.4	29
CC1(C)CC(CCN)(Cc2ccccc2Cl)CCO1 (stereo not drawn)	9	-5	0.7	1.3	-9	/	21	-1.1	2
COc1ccc(OC)c(C2C3=C(CCCC3=O)Nc3nnnn32)c1 (stereo not drawn)	-24	1	-0.4	-0.3	-6	0	12	0.5	4
CCOc1ccc2[nH]c(=O)c(CN(Cc3nnnn3Cc3ccccc3)CC3CCCO3)cc2c1 (stereo not drawn)	-13	-8	-0.6	2.4	-12	-4	7&-24	-0.1	16
Cc1ccc2nc(NCCCO)[nH]c2c1	25	4	0.8	-1.9	-6	8	4	-1.9	-12
CC(C)(O)P(C)(=O)c1ccccc1 (stereo not drawn)	7	12	-0.6	0.6	8	6	-4	0.7	2
Cc1ccc(C)c(NC(=S)N2CCCCCC2)c1	3	-1	0.5	1.0	-24	1	-2	-0.2	4
CCOC(=O)c1cnc2c(cnn2C)c1NCCC#N	-14	-11	0.6	-1.7	-12	8	16	-0.7	-4
O=C(NCCCCc1ccccc1)C1CC(c2cccc([N+](=O)[O-])c2)=NO1 (stereo not drawn)	-47	-32	-0.5	0.4	-4	15	-36	0.1	27
Cc1[nH][nH]c(=O)c1C(c1ccccc1[N+](=O)[O-])C(C#N)C#N (stereo not drawn)	0	12	-0.7	0.9	2	4	-44	-1.2	2
CN(Cc1ccccc1)C(=O)CCNS(=O)(=O)c1ccc2c(c1)oc(=O)n2C	3	8	-0.1	-1.1	-9	0	13	1.0	21
O=C1CCC(=O)N1CN(Cc1ccco1)CN1C(=O)CCC1=O	23	-7	0.8	1.1	-23	-1	1	-1.5	21
Cc1cccc(NS(=O)(=O)c2cc(C(=O)NCCC3=CCCCC3)ccc2Cl)c1	36	7	-0.9	0.8	-7	-1	-30	1.0	24
O=C(Cc1nn[nH]n1)NCCC1=CCCCC1	-17	-16	0.2	2.2	-2	15	14	0.6	13
Cc1cc(C)nc(-n2nc(C)cc2NC(=O)CNC2CCCCC2)n1	-4	13	0.6	0.3	-12	5	18	-0.3	25
CCOC(=O)c1cccnc1SCC(=O)NC(C)CC (stereo not drawn)	10	9	0.8	0.0	-21	4	22	-0.4	11
O=C(Nc1cccc(Cl)c1)Nc1ccccc1C(=O)O	10	-2	0.1	1.8	5	/	-13	0.9	0
C=CCc1c(C)[nH]c2ccc(C)cc2c1=O	-14	-9	1.1	-0.5	-5	3	20	0.3	19
CCCCC(=O)NNC(=O)CC(=O)Nc1ccccc1C(=O)O	-2	-13	0.6	0.1	9	/	24	0.6	-1
Cc1cc(C)c(OCCNC(=O)c2ccccc2Sc2ccccc2C#N)c(C)c1	-15	-5	0.5	-0.9	7	6	-3	-1.4	23
CCOc1ccccc1NC(=O)c1cc(S(=O)(=O)N2CCC3(CC2)OCCO3)ccc1F	7	3	-0.3	0.2	5	-1	4	0.2	17
CCOC(=O)c1c(C)[nH]c(C2=NNC(=Nc3ccccc3OC)SC2)c1C	-5	-1	0.6	3.4	6	0	-20	0.3	-3

Ordered by formula weight (descending): 9 of the compounds above.
SMILES	NPY-Y1 PAM-ag	NPY-Y2 PAM-ag	TRPML3 agonist	S1P4 ag	S1P4 antagonist	NPY-Y1 antag	EP2 modulator	zfTRPN1 agonist	CHOP inh
CC(=O)NC(Cc1ccccc1)C(=O)NC1CCN(C(=O)NC2CCCCC2)CC1 (stereo not drawn)	16	5	1.2	1.2	-1	-4	-6	0.9	4
Cc1cc(C)nc(-n2nc(C)cc2NC(=O)CNC2CCCCC2)n1	-4	13	0.6	0.3	-12	5	18	-0.3	25
c1ccc(-c2nnc3ccc(N4CCC5(CC4)OCCO5)nn23)cc1	-6	15	-0.1	3.5	10	0	-3	0.5	-9
CCC(=O)OCC(=O)Nc1ncc(C(F)(F)F)cc1Cl	13	1	-0.1	-1.9	-2	/	-5	2.4	1
Cc1[nH][nH]c(=O)c1C(c1ccccc1[N+](=O)[O-])C(C#N)C#N (stereo not drawn)	0	12	-0.7	0.9	2	4	-44	-1.2	2
CCOC(=O)c1cnc2c(cnn2C)c1NCCC#N	-14	-11	0.6	-1.7	-12	8	16	-0.7	-4
C=CCc1c(C)[nH]c2ccc(C)cc2c1=O	-14	-9	1.1	-0.5	-5	3	20	0.3	19
Cc1ccc2nc(NCCCO)[nH]c2c1	25	4	0.8	-1.9	-6	8	4	-1.9	-12
Cc1cc(=O)[nH]c(-c2ccccc2)n1	-6	7	1.1	-0.7	-9	-3	8	1.4	-1

(further entries)
SMILES	NPY-Y1 PAM-ag	NPY-Y2 PAM-ag	TRPML3 agonist	S1P4 ag	S1P4 antagonist	NPY-Y1 antag	EP2 modulator	zfTRPN1 agonist	CHOP inh
COc1ccccc1C(=O)N1CCN(Cc2nc3cc([N+](=O)[O-])ccc3n2C)CC1	5	7	0.4	-0.2	10	2	-12	-0.4	8
CN(CC(=O)Nc1ccc(S(=O)(=O)N2CCCC2)cc1)CC(=O)Nc1cccc(F)c1	26	0	1.3	3.0	5	-5	-44	3.7	20
CCCCCCCC(=O)N/N=C/c1ccco1	12	2	-1.2	2.2	-17	0	-3	-1.8	10
O=C1CCCC/C1=N\Nc1ccc(OCc2ccccc2)cc1	23	9	0.6	1.2	-21	1	-11	1.7	36
Cn1c(=O)c2[nH]c(N=NNc3ccccc3F)nc2n(C)c1=O	3	5	1.2	1.7	-14	/	-16	-0.8	5
O=C(O)C1C2C=CC(C2)C1C(=O)NCCCn1ccnc1 (stereo not drawn)	-14	6	0.5	2.5	-14	4	-9	-0.2	62
O=C(CCNC(=O)c1ccccc1)OCC(=O)c1cccc(Cl)c1	-7	-8	0.4	0.9	-9	-1	-23	-0.8	8
CCS(=O)(=O)NC(C)C(c1cccs1)N1CCN(c2ccc(F)cc2)CC1 (stereo not drawn)	2	-11	0.8	2.2	0	5	-29	2.6	20
